# GFP derepression = derepresses silenced GFP locus in mouse C127i cells | mouse C127i GFP locus derepression, cytometry, 30 h | Potency, µM (highest dose often 46.1 µM), without a hit: top-dose GFP derepression (activation) | 68,000 tested, 0.09% active | AID 597; note: % of control where 0% means no effect
#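 Derepression screen: silenced CMV-GFP reporter in murine C127i cells, 30 h compound incubation at 37 C, washed cells imaged by laser-scanning cytometer to enumerate GFP-expressing objects of 20 to 120 um.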
# Fluorescein autfl = compound autofluorescence in fluorescein spectral region; Compound autofluorescence, 480/540 nm, fluorescein-equivalent; stronger effect = higher value; max fluorescein-equivalent concentration, M; 59,000 tested, 0.91% active; AID 593; in the data active = max fluorescein-equivalent concentration above about 10 nM; inconclusive = between about 1.1 nM and that limit
#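 Fluorescein stocks ranging 3 mM down to 300 nM, plus DMSO blanks, were pinned alongside compounds to build a per-plate standard curve. Buffer: 100 mM Tris, pH 8.0. Incubation 15 min, room temperature; filters 480/540 nm.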
# 4-MU autofl = compound fluoresces in the 4-MU spectral region | 59,000 tested, 11% active | max dye-equivalent concentration, M | compound autofluorescence, 340/450 nm, 4-MU equivalents; stronger effect = higher value | AID 589; in the data active = max dye-equivalent concentration above about 10 nM; inconclusive = mostly about 1.1 nM to 9.6 nM
#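 Compounds in 100 mM Tris, pH 8.0, sat 15 min at room temperature before fluorescence was read at 340 nm excitation/450 nm emission; a per-plate six-point 4-MU standard curve converted signals to dye-equivalent concentration at each compound concentration.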
# Texas Red fluor = Texas Red region autofluorescence | Compound fluorescence, Texas Red channel, 547/618 nm; stronger effect = higher value | 59,000 tested, 0.06% active | max dye-equivalent concentration, M | AID 587; in the data active = max dye-equivalent concentration above about 10 nM; inconclusive = between about 1.1 nM and that limit
#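 Compound titrations in 100 mM Tris pH 8.0 were incubated 15 min at room temperature and read at 547 nm excitation / 618 nm emission. Texas Red six-point standard curve on each plate converted fluorescence to dye-equivalent concentration.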
# Hsp90 Hop PPI = changes Hsp90-Hop TPR2A binding signal, up or down; Potency, µM (top dose mostly 57 µM), inactives show at the top dose activity change, negative = inhibition; AID 595; AlphaScreen TPR2A-His6 binding biotin-Hsp90 C-terminal peptide; 71,000 tested, 0.44% active; active = well fitted curve in either direction with a large enough effect; inconclusive = small, poorly fitted or top-dose-only effect, or another doubt; note: potency is the fitted concentration of half-maximal effect; % is set by controls: 0 for no effect and ±100 for the full control effect; many of its hits are not listed in these tables
# HBB splice mod = alters splicing of the hemoglobin beta chain; Potency, µM (top dose mostly 46.1 µM), without a hit: top-dose activation, hits mostly activators; 65,000 tested, 0.06% active; HBB splicing reporter cell assay, activation; EGFP reporter with mutant IVS2-654 intron; response scale: normalised to 500 nM splice-correcting PNA; AID 925; note: potency is the fitted concentration of half-maximal effect; 0% is about no effect
#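 Compounds were applied for 2 days to HeLa EGFP-654 cells, 500/well in Optimem with 2% FCS. The reporter's EGFP is disrupted by mis-splicing of beta-globin intron IVS2-654. Readout: summed well GFP fluorescence from 488 nm laser scanning; reference was 500 nM antisense […] 654 PNA.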
# CRE Fsk mod = alters forskolin-stimulated CRE reporter signaling in CHO cells; CHO CRE-bla reporter (cAMP response element driving beta-lactamase), forskolin EC10, beta-lactamase ratio; Potency, µM (titrated, usually from 38.2 µM), inactives show at the top dose activity change, negative = inhibition, usual class: activators; 71,000 tested, 2.5% active; AID 662; active = well fitted activation curve with a large enough effect in the signal ratio, with a control signal flat, not every such curve was filed as active; inconclusive = small, poorly fitted or top-dose-only effect, or effect the other way, or a change in a side signal; the % refers to the signal ratio; note: potency is the fitted concentration of half-maximal effect; % of control where 0% means no effect
#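 Using CellSensor CRE-bla CHO cells in Opti-MEM with 0.5% dialyzed FBS, compounds were titrated with EC10 NKH 477 for 3 h at 37 °C. CCF4 ratio (460/530 nm) gave %Activity; AC50 derived.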
# ERK AVP block = inhibitors of vasopressin-stimulated ERK signaling pathway; Potency, µM (top dose mostly 57.5 µM), without a hit: top-dose activity, negative = inhibition, most hits filed as inhibitors; HEK293-V1b, vasopressin-stimulated pERK AlphaScreen; 72,000 tested, 0.99% active; note: potency is the fitted concentration of half-maximal effect; % is set by controls: 0 for no effect and ±100 for the full control effect; nearly all actives have a fitted effect of over 55% in size
#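 HEK293 cells stably expressing V1b receptor, seeded overnight in 1% FBS, were treated with compounds for 30 min at 37C, then stimulated 5 min with 25 nM vasopressin; phospho-ERK read by AlphaScreen SureFire after lysis.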
# A350 autofl = compound fluoresces in the Alexa 350 spectral region; AID 590; Compound autofluorescence, 340/450 nm, Alexa 350 dye-equivalents; stronger effect = higher value; 59,000 tested, 11% active; max dye-equivalent concentration, M; in the data active = max dye-equivalent concentration above about 10 nM; inconclusive = mostly about 1.1 nM to 9.6 nM
# Luciferase inh = blocks Photinus pyralis firefly luciferase activity; purified firefly luciferase, luminescence, 8 min; 72,000 tested, 2.2% active; P08659; Potency, µM (titrated, usually from 57.1 µM), without a hit: top-dose activity change, negative = inhibition, most hits filed as inhibitors; note: potency is the fitted concentration of half-maximal effect; % is set by controls: 0 for no effect and ±100 for the full control effect; nearly all actives have a fitted effect of over 40% in size
# Target sequence (P08659 whole entry, looked up): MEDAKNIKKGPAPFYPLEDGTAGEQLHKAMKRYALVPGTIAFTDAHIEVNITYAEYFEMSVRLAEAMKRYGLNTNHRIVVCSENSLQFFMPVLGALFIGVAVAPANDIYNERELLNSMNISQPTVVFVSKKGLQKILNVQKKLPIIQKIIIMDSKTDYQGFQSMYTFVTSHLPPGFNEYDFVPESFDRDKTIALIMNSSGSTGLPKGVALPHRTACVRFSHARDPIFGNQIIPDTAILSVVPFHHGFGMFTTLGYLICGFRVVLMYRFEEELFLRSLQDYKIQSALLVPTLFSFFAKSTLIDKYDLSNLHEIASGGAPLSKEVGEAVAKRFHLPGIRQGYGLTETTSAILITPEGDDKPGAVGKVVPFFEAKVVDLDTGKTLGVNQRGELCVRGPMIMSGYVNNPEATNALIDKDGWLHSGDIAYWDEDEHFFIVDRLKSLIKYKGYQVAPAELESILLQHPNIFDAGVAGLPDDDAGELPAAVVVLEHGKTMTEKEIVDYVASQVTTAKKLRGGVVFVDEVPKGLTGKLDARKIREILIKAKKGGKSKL
#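 Firefly luciferase (PKLight detection mix) with 10 uM ATP in pH 7.2 imidazole buffer (KCl, MgCl2, Tween 20, BSA). Compounds tested across a concentration series (qHTS). Luminescence read after 8 min at ambient temperature.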
# Ub-GFP proteasome = proteasome inhibitors stabilizing ubiquitin-GFP reporter. Ubiquitin-GFP reporter cells, proteasome inhibition, GFP fluorescence; response scale: untreated = 0%, 10 µM MG-132 = 100%. 67,000 tested, under 10 active. Potency, µM (series often up to 45.9 µM), for inactives: at the top dose activation (GFP accumulation), most hits filed as activators; active = well fitted activation curve with a large enough effect, not every such curve was filed as active; inconclusive = small, poorly fitted or top-dose-only effect, or another doubt; inactive = no such curve, though single readings can be large or run the other way; note: potency is the fitted concentration of half-maximal effect
#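 U2OS Ub(G76V)-GFP reporter; O/N plating, 0.5% FBS; cpd 46 uM–2.9 nM, 4 h, 37 °C; GFP+ cell count, 488/515 nm; norm. to basal vs 10 uM MG-132; CRC fit.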
# Starred values were filed as active, the others as inactive; i = inactive; ? = inconclusive; . = no result given; & = joins results of further samples; ! = not confirmed by another sample; [ ] = another dose, or the depositor's remark. Unless noted, calls come from the whole dose curve; as a rule, active = well fitted curve in the direction sought with a large enough effect; inconclusive = small, poorly fitted or top-dose-only effect, or another doubt; inactive = no such curve, though single readings can be large; an effect the other way counts as inactive or inconclusive. The list is partial, so the mix of outcomes need not match the whole.
SMILES,GFP derepression,Fluorescein autfl,4-MU autofl,Texas Red fluor,Hsp90 Hop PPI,HBB splice mod,CRE Fsk mod,ERK AVP block,A350 autofl,Luciferase inh,Ub-GFP proteasome
COc1cc2c(cc1OC)C(=O)Cc1ccc3c(c1CN(C)CC2)OCO3,2%[9.22 µM],i,i,i,-4%,.,?,-2%,i,0%[11.4 µM],5%
CCCCN1c2ccccc2N(CCCO)c2cc(C)nnc21,-3%,?,i,?,-4%,4.3%,?,?,?,16µM*,3%
COC(=O)c1c(NS(=O)(=O)c2cccs2)sc2c1CCCC2,0%,i,i,i,-2%,0.3%,-9%,-8%,i,1%,-5%
CC(=O)Oc1cc2c(C(=O)NCCCN3CCOCC3)c(C)oc2c2ccccc12,2%,?,i,i,-12%,1.1%[0.369 µM],22%,-12%,?,0%,1%
CSc1nnc2n(CCc3ccccc3)c(=O)c3c4c(sc3n12)CCCC4,2%,?,i,i,-2%,-2.3%,1%,11%,i,-1%,-6%
Cc1ccc(NC(=O)C(C)N2C(=O)c3ccccc3C2=O)cc1 (stereo unspecified),-1%,i,i,i,1%,-0.1%[57.5 µM],-9%,-17%,i,0%,0%
Cc1csc(=N)n1CC(=O)N1CCc2ccccc21,3%,?,i,?,-2%,-0.1%[57.5 µM],-4%,3%,i,2%,2%
NC(=O)CN(c1ccccc1)C1SC(=O)N(Cc2ccccc2)C1=O (stereo unspecified),-4%,?,i,i,-2%,-1.8%,-23%,6%,i,-1%,2%
CCc1cccc(Nc2cc(C)nc3ncnn23)c1,0%,.,.,.,-4%,-0.1%,26%,-2%,.,-1%,0%
O=C(O)CCC(=O)Nc1ccc(S(=O)(=O)Nc2nccs2)cc1,0%&0%[20.6 µM],i,i,i,-3%[26 µM],-0.9%[20.6 µM],2%[17.1 µM],3%,i,2%&-1%[25.5 µM],-4%[20.5 µM]
O=C(c1ccccc1)c1ccc(C(=O)O)c(C(=O)O)c1,2%,.,.,.,-2%,-1.0%[9.22 µM],0%,8%,.,1%,3%
CCn1cc(C(=O)NCc2ccco2)c(=O)c2cc(S(=O)(=O)N3CC(C)CC(C)C3)ccc21 (stereo unspecified),0%,i,i,?,0%,2.3%[1.84 µM],?,-11%,i,3%,4%
c1ccc2c(c1)nnn1c3ccccc3nc21,10%,.,.,.,9%,0.7%,10µM*,-19%,.,13µM*,6%
CN(C)CCCNc1c2c(c(C#N)c3nc4ccccc4n13)CCC2,-2%,i,9.8e-08M*,?,-2%,-0.3%[57.5 µM],2%,4%,9.4e-08M*,-1%,3%
Cn1c(=O)c2c(nc(N3CCN(Cc4ccccc4)CC3)n2CCSc2ncccn2)n(C)c1=O,.,.,.,.,1%,0.4%,?,.,.,-6%,1%
CCC(C)(C)NC(=O)CN(C(=O)CNS(=O)(=O)c1ccc(C)cc1)c1ccc2c(c1)OCCO2,0%,i,i,?,-4%,.,-7%,4%,i,-1%,5%
O=C(NCCc1c[nH]c2ccccc12)C1Cc2ccccc2CN1C(=O)c1ccco1 (stereo unspecified),0%,?,i,i,-6%,-0.4%,?,11%,i,1%,-9%
C=CCn1c(O)c(CN2CCN(Cc3ccccc3)CC2)c(C)c(C#N)c1=O,1%,2.1e-08M*,?,i,-4%,0.0%[57.5 µM],-7%,3%,1.3e-08M*,0%,-5%
CC1Cc2ccccc2N1C(=O)CSc1nnc(NC(=O)Cc2cccs2)s1 (stereo unspecified),3%,i,i,i,0%,0.1%[57.5 µM],1%,-15%,i,4%,3%
COc1cccc(C(c2nnnn2C(C)(C)C)N2CCN(C3CCCCC3)CC2)c1OC (stereo unspecified),2%,i,i,i,-2%,.,?,-14%,i,3%,5%
CC(=O)Nc1c(C)cc(OCC(=O)O)cc1C,0%[9.22 µM],?,i,i,0%[11 µM],1.7%[9.22 µM],18%[7.6 µM],22%[11.5 µM],i,1%[11.4 µM],-4%[9.17 µM]
Cc1c(C(C)NC(=O)Nc2ccc(F)cc2F)cnn1C (stereo unspecified),-2%,?,i,i,-1%,-0.7%,-1%,0%,i,1%,-10%
CC(NC(=O)C(c1ccccc1)c1ccccc1)C(=O)O (stereo unspecified),1%,i,i,i,5%,0.3%[57.5 µM],0%,-5%,i,0%,-3%
O=C(NC1CCCC1)c1ccc2nc[nH]c2c1,-1%,?,i,i,-1%,-0.4%[57.5 µM],-4%,0%,i,1%,-1%
COc1ccc(Cl)cc1N=Nc1ncc[nH]1,4%,.,.,.,-9%,.,?,?,.,0%,-1%
NC(=O)Nc1ccc(Oc2c(F)c(F)c(F)c(F)c2F)cc1,-3%,?,i,i,?,4.0%,-9%,17%,i,2%,10%
O=c1[nH]c2cc3c(cc2cc1C(c1nnnn1CC1CCCO1)N1CCCC1)OCO3 (stereo unspecified),-3%,?,7.8e-07M*,i,-3%,0.6%[57.5 µM],-1%,5%,7.4e-07M*,2%,-1%
COCCCn1c(C(C)C)nc2oc3cc(OC)ccc3c(=O)c2c1=O,2%,i,i,?,-3%,-6.6%[0.369 µM],3%,5%,i,3%,-3%
O=C(c1n[nH]c2ccccc12)N1CCN(S(=O)(=O)c2ccc3ccccc3c2)CC1,6%,i,i,i,-5%,-0.1%[57.5 µM],?,-5%,i,-2%,1%
O=C(CCCCn1c(=O)c2ccccc2n(CC(=O)Nc2ccccc2)c1=O)NCc1ccco1,4%,i,?,i,-1%,0.5%,10%,-27%,1e-08M*,2%,-2%
CCn1nc(NC(=O)c2ccncc2)c2cc3cc(C)ccc3nc21,2%,i,?,?,-3%,0.3%[0.369 µM],2µM*,-23%,?,?,-3%
FC(F)(F)c1nnc2sc(-c3cccs3)nn12,4%,i,i,i,-3%,-1.8%[57.5 µM],19%,-7%,i,1%,3%
O=C(c1ccncc1)c1ccc(N2CCN(C3CC(=O)N(Cc4ccccc4)C3=O)CC2)cc1 (stereo unspecified),3%,?,i,i,-15%,4.6%,-24%,?,i,2%,-4%
O=C(CN1C(=O)NC2(CCCCCCC2)C1=O)NC(=O)NCc1ccco1,1%,?,i,?,-1%,-0.2%[57.5 µM],-10%,?,i,-2%,0%
CCc1ccccc1NC1=NCC(=O)N1Cc1ccc2c(c1)OCO2,0%,i,i,i,-2%,.,-2%,-5%,i,0%,1%
CC1(C(=O)NC2CCCCCCC2)CCC(=O)N1Cc1ccco1 (stereo unspecified),8%,i,i,i,-6%,-3.0%[57.5 µM],-4%,-5%,i,2%,-5%
COc1ccc2[nH]cc(CCNc3ncncc3-c3ccccc3Cl)c2c1,5%[9.22 µM],?,i,i,-26%,-0.3%,11%,?,i,-2%[2.29 µM],3%
O=C(CSc1nc2sc3c(c2c(=O)[nH]1)CCCC3)NCCO,.,.,.,.,?,-0.6%,12%,.,.,-2%,10%
CCOC(=O)COc1ccc(C(=O)c2ccccc2)c(O)c1,-1%,i,i,i,13%,-0.5%[57.5 µM],-3%,20%,i,0%,-1%
Cc1nc2n(c(=O)c1CCN1CCC(c3noc4cc(F)ccc34)CC1)CCCC2,0%[20.6 µM],?,2.1e-08M*!,i,-1%[26 µM],0.0%[20.6 µM],-2%[17.1 µM],1%[25.7 µM],1.9e-08M*!,0%[25.5 µM],1%[20.5 µM]
COc1ccc2[nH]cc(CCNc3cc(-c4cccc(C#N)c4)ncn3)c2c1,2%[9.22 µM],i,?,?,-12%,-1.4%,?,-28%,?,0%[2.29 µM],1%
Cc1sc(-n2c(C)cc(/C=N/n3cnnc3)c2C)c(C#N)c1C,12%[20.6 µM],i,i,i,.,.,.,.,i,-1%[25.5 µM],.
Cn1nc(-c2ccc(Cl)cc2)c2cc(C(=O)NCC3CCCO3)sc21 (stereo unspecified),.,.,.,.,3%[2.3 µM],-0.7%,5µM*,?,.,0%,-7%
COC(=O)C1=C(C)NC(C)=C([N+](=O)[O-])[C@@H]1c1ccccc1C(F)(F)F,0%,.,.,.,-12%,.,?,18%,.,4µM*,-4%
O=C1c2cccc([N+](=O)[O-])c2C(=O)N1c1ncn[nH]1,6%[9.22 µM],i,i,i,-2%[11 µM],2.0%[9.22 µM],-2%[7.6 µM],-9%[11.5 µM],i,1%[11.4 µM],1%[9.17 µM]
Clc1ccc(OCCn2cnc3ccccc32)cc1,3%,i,i,?,2%,-1.8%,1%,-21%,i,1%,-1%
CC(=O)Nc1nnc(SCC(=O)NCCOc2ccccc2)s1,7%,.,.,.,-3%,-1.2%,4%,9%,.,0%,-6%
